Bioassay records: PubChem BioAssay, Emory University Molecular Libraries Screening Center
14-3-3 PPI: 14-3-3 gamma protein interaction modulation | AID 422 | FP, 14-3-3gamma / TMR-pS259-Raf peptide binding | 0.19% of 160,000 active | inhibition, % at 40 µM; in the data active = inhibition above about 30%;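 note: 0% = protein plus tracer without compound and 100% = blank with tracer alone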
Target sequence (P61981 whole entry, looked up): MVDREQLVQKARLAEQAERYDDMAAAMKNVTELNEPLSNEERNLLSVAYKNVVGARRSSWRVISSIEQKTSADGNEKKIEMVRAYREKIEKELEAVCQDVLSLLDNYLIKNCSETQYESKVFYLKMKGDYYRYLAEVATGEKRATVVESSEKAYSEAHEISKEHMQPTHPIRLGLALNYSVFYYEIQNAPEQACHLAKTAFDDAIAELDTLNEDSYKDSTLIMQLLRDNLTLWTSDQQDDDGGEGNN
The depositor's hits bear a star; & = joins results of further samples. A portion of the library. The share of hits here may be higher or lower than overall.

SMILES	14-3-3 PPI
CCOCCCNC(=O)c1ccc2c(c1)N(Cc1ccccc1C)C(=O)CS2	-1.7
O=c1[nH]c2ccc(Cl)cc2c(-c2ccccc2)c1N1CCN(c2ccccn2)CC1	-2.6
O=C(CCC(=O)NC1CCCCCC1)Nc1nc(-c2cc3cc(Cl)ccc3oc2=O)cs1	-1.7
CN(C)CCN1C(=O)C(=O)/C(=C(/O)c2ccccc2)C1c1ccccc1Cl (stereo unspecified)	-4.8
O=C(Nc1c2c(nn1-c1ccc(F)cc1)CSC2)c1cc(Cl)ccc1[N+](=O)[O-]	1.7
NC1=NC(=O)CC(C(=O)NCc2ccccc2)S1 (stereo unspecified)	-8.0
Cc1ccccc1OCCNc1cc(N2CCCCC2)ccc1[N+](=O)[O-]	-0.1
O=C(Cc1cccc2ccccc12)OCC(=O)c1ccc([N+](=O)[O-])cc1	-40.3
COc1ccc(C=Nc2c(C)n(-c3ccccc3)c(=O)n2C)cc1	-5.5
CN1CCN(c2ccc(C(=O)O)cc2[N+](=O)[O-])CC1	2.5
CCCS(=O)(=O)N1CCCC(C(=O)N(Cc2ccccc2)Cc2cccs2)C1 (stereo unspecified)	-0.6
COc1cc(CN2CCC(C(=O)N3CCN(c4ccccc4F)CC3)CC2)cc(OC)c1O	-12.8
CCOc1cc(C2C(C#N)=C(N)OC3CCCC(=O)C32)ccc1OCCN1CCOCC1 (stereo unspecified)	3.0
Cc1cc(N2CCN(C)CC2)nc2ccc(NC(=O)c3cc(-c4cccs4)nc4ccccc34)cc12	3.1
OCCNc1nnc(Cl)c2ccccc12	-2.6
O=S(=O)(NCCSc1nnc(-c2ccco2)n1-c1ccccc1)c1ccccc1	4.6
CCOC(=O)c1[nH]c(C)c(C(=O)CC(C)(C)C)c1C	-7.3
CCc1nnc(NC(=O)CCC(=O)N2CCN(Cc3cc(Cl)ccc3OC)CC2)s1	-17.1
CCOC(=O)C1=C(C)Nc2ncnn2C1c1sccc1C (stereo unspecified)	-1.9
Cc1cccc(NC(=O)Cn2c(=O)n(C)c3ccccc32)c1	-0.1
CC(C)NC(=O)CSc1nncn1-c1ccccc1	-6.3
O=C1CCCC2=C1C(c1cccnc1)c1c(nc(SCc3ccc([N+](=O)[O-])cc3)[nH]c1=O)N2 (stereo unspecified)	-4.6
CN(C)CCCN1C(=O)c2oc3ccc(F)cc3c(=O)c2C1c1cccnc1 (stereo unspecified)	1.2
CC1=CC(C)(C)Nc2ccccc21	-5.1
CCN(CC)c1ccc2cc(C(=O)Nc3ccccc3F)c(=O)oc2c1	-18.4
O=C1c2ccccc2NC(c2cccc(Br)c2)N1c1ccc(I)cc1 (stereo unspecified)	5.3
O=C(O)CCNC(=O)c1ccco1	-101.4
CCn1cc(C(=O)Nc2ccc(OC)cc2OC)c2cc(OC)c(OC)cc2c1=O	-3.0
CCOC(=O)c1cccc(N2C(=O)C3C4CCC(C4)C3C2=O)c1 (stereo unspecified)	-7.3
CC1CCCCN1CCNC(=O)c1ccc2c(c1)ncn2C1CCCC1 (stereo unspecified)	3.6
Cn1c(=O)cc(SCC(=O)NCCC2=CCCCC2)c2ccc(Cl)cc21	-2.5
Cn1c(=O)c2[nH]c(-c3ccccc3)nc2n(C)c1=O	1.8
Cc1ccc(-n2c(SCC(=O)N3CCOCC3)nnc2-c2cccnc2)cc1C	-2.0
CCCCn1c(SCC(=O)c2ccc3c(c2)OCCO3)nnc1-c1ccoc1C	-13.7
O=c1oc2cc(O)ccc2c2c1CCC2	-8.8
Cc1cccc(-c2nc3sc4c(c3c(=O)o2)CCCCC4)c1	-1.8

Three entries drawn at random from the list so far:
SMILES	14-3-3 PPI
CCOC(=O)c1cccc(N2C(=O)C3C4CCC(C4)C3C2=O)c1 (stereo unspecified)	-7.3
CCCCn1c(SCC(=O)c2ccc3c(c2)OCCO3)nnc1-c1ccoc1C	-13.7
Cc1cccc(-c2nc3sc4c(c3c(=O)o2)CCCCC4)c1	-1.8

(more compounds)
SMILES	14-3-3 PPI
O=C1C2C3c4ccccc4C(c4ccccc43)C2C(=O)N1c1ccccc1Br (stereo unspecified)	-1.1
CN(C)c1ccc(C2(C)Oc3ccccc3C(=O)N2c2ccccc2)cc1 (stereo unspecified)	-5.5
CCC(=O)Nc1c2c(nn1-c1cccc(Cl)c1)CS(=O)(=O)C2	-9.2
CCCCNC(=O)Cn1c(-c2ccc(OC)cc2)noc1=O	2.0
CCCCCn1c(=O)[nH]c2cc(C(=O)NC(C)CC)ccc2c1=O (stereo unspecified)	-4.9
Cc1ccc2c(c1)N(CC(=O)NCc1cccnc1)C(=O)CO2	-4.9
O=C(Nc1cc(C(F)(F)F)ccc1N1CCOCC1)c1n[nH]c(=O)c2ccccc12	-6.3
c1ccc(OCc2nn3c(-c4ccco4)nnc3s2)cc1	5.4
COc1cc([N+](=O)[O-])cc(C=Nc2ccc3oc(Cc4ccc(Cl)cc4)nc3c2)c1O	-58.9
O=C(NCCC1=CCCCC1)c1cc2c(s1)CS(=O)(=O)C2	-9.5
O=C(COc1ccc([N+](=O)[O-])cc1)NCc1ccccc1	2.5
O=C(CCCCCn1c(=S)[nH]c2ccccc2c1=O)N1CCN(c2ccc(F)cc2)CC1	-4.5

Taken from above:
For 14-3-3 PPI, O=C(CCCCCn1c(=S)[nH]c2ccccc2c1=O)N1CCN(c2ccc(F)cc2)CC1 is listed with -4.5
For 14-3-3 PPI, CN(C)c1ccc(C2(C)Oc3ccccc3C(=O)N2c2ccccc2)cc1 (stereo unspecified) is listed with -5.5

The list goes on.
SMILES	14-3-3 PPI
COc1ccc2c(c1)nc(SCc1ccccc1)n2C	-7.3
Cc1cc(C)c(NC(=O)CSc2nnc(Cc3cccn3C)n2-c2ccc(F)cc2)c(C)c1	-5.1
Cn1c(SCC(=O)c2ccccc2)nc2cccnc21	-12.9
COc1ccc(-n2nc([N+](=O)[O-])c(=Nc3cc(OC)cc(OC)c3)n2O)cc1	5.9
CCOc1ccc(C(C)(N)C(=O)O)cc1 (stereo unspecified)	-9.1
CCC(=O)N(Cc1cccs1)C1CCOC(C)(C)C1 (stereo unspecified)	-4.9
O=C1C2ON(c3ccccc3)C(c3ccccn3)C2C(=O)N1c1ccc(Br)cc1 (stereo unspecified)	-7.2
CCOC(=O)C1C(=O)C=C(c2ccc(F)cc2)CC1c1ccccc1OCC (stereo unspecified)	2.9
CSc1oc(-c2ccc(F)cc2)nc1S(=O)(=O)c1ccc(F)cc1	-2.6
C=CCn1c(SCC(=O)c2ccc(OC)cc2F)nc2sc3c(c2c1=O)CCCC3	3.5
COc1ccc(-n2c(SCC(=O)Nc3ccc4c(c3)OCO4)nnc2C(C)N2CCCCC2)cc1 (stereo unspecified)	-6.2
O=C(CN(Cc1cccs1)C(=O)CN1C(=O)COc2ccccc21)NCc1ccco1	-8.4
COCCOC(=O)c1c(C)oc2ccc(NS(=O)(=O)c3cccs3)cc12	-11.7
O=C(CCn1c(=S)oc2ccccc21)Nc1ccc(Cl)cc1[N+](=O)[O-]	0.8
Cc1nn(C(CC(=O)O)C(=O)O)c(C)c1I (stereo unspecified)	7.8
CC(=O)N1CCc2cc(S(=O)(=O)N3CCc4ccccc43)ccc21	2.6
CNC(=O)c1cc2ccccc2o1	-3.6
Cc1cc(C)n(-c2nc(Nc3ccccc3)nc(-n3nc(C)cc3C)n2)n1	-2.7
CCN(CC)CCNc1nc(C=Cc2ccc(Cl)cc2)nc2cc3ccccc3cc12	-38.0
Cc1[nH]c2ccccc2c1C(Nc1ccccc1Br)c1ccccn1 (stereo unspecified)	-6.6
O=C(Nc1nccs1)c1cc2cc(Br)ccc2oc1=Nc1ccc(F)cc1	-8.5
CCOC(=O)c1ccc2c(c1)N(Cc1ccc(F)cc1)C(=O)c1ccccc1S2	-6.6
O=C(NCc1cccs1)C1CCC(CNS(=O)(=O)c2ccccc2)CC1 (stereo unspecified)	1.4
N#Cc1cc2c(nc1SCc1cccnc1)CCC2	8.8

Ordered by value in 14-3-3 PPI (smallest number first): 7 from the list above.
SMILES | 14-3-3 PPI
CCN(CC)CCNc1nc(C=Cc2ccc(Cl)cc2)nc2cc3ccccc3cc12 | -38.0
O=C(Nc1nccs1)c1cc2cc(Br)ccc2oc1=Nc1ccc(F)cc1 | -8.5
CCOC(=O)c1ccc2c(c1)N(Cc1ccc(F)cc1)C(=O)c1ccccc1S2 | -6.6
CNC(=O)c1cc2ccccc2o1 | -3.6
Cc1cc(C)n(-c2nc(Nc3ccccc3)nc(-n3nc(C)cc3C)n2)n1 | -2.7
O=C(NCc1cccs1)C1CCC(CNS(=O)(=O)c2ccccc2)CC1 (stereo unspecified) | 1.4
N#Cc1cc2c(nc1SCc1cccnc1)CCC2 | 8.8

Further results
SMILES	14-3-3 PPI
CCSc1nnc(NC(=O)c2nn(C(C)C)c(=O)c3ccccc23)s1	3.5
Clc1ccc(-c2nnc(SCc3nc(-c4ccccc4)no3)o2)cc1	-0.8
O=c1c2sccc2[nH]c(=S)n1C1CCCCC1	-0.8
O=C(NCc1cccs1)c1cccc(N2C(=O)C3C4C=CC(C4)C3C2=O)c1 (stereo unspecified)	-0.1
CCOC(=O)C1CCCN(C(=O)c2cn(CC)c3ccc(S(=O)(=O)N(C)C)cc3c2=O)C1 (stereo unspecified)	-0.1
Cc1ccc(NS(=O)(=O)c2cccc(C(=O)OCC(=O)NCc3ccco3)c2)cc1	-10.7
NC(=O)c1cnn(Cc2ccc(Cl)cc2)c1N	-5.5
Cc1ccc(N2C(=O)C3C4C=CC(CC4)C3C2=O)cc1 (stereo unspecified)	3.4
Cc1cnc(NC(=O)CSc2nnc(-c3ccc(Cl)cc3Cl)n2N)s1	-10.9
CC(=O)NCCSCCNC(C)=O	2.0
NC(=O)C1CC=CCC1C(=O)OCC(Cl)=C(Cl)Cl (stereo unspecified)	-1.4
CCOc1ccc(NC(=O)c2c(NC(=O)c3ccc(Br)cc3)sc3c2CCC3)cc1	-43.5
O=C(Nc1ccc(Cl)cc1)c1cc(S(=O)(=O)NC2CCCCCC2)ccc1F	-4.4
Cc1ccc(-c2nn(-c3ccccc3)cc2C2SCC(=O)N2Cc2ccccc2)o1 (stereo unspecified)	-0.1
COc1ccc(CCNS(=O)(=O)c2ccc3ccccc3c2)cc1OC	7.8
CCOC(=O)C1=C(C)N(c2nonc2NC(C)=O)C(N)=C(C#N)C1c1ccccc1F (stereo unspecified)	-9.0
CCOC(=O)c1ccc(N2C(=O)CC(Sc3nc(O)c(CC)c(=O)[nH]3)C2=O)cc1 (stereo unspecified)	-3.2
O=C(Nc1nc2ccccc2s1)C(=O)Nc1nc2ccccc2s1	-0.3
O=C(CN1C(=O)CN(c2ccccc2)C1=O)Nc1cccc(C(F)(F)F)c1	2.5
Cc1ccccc1-c1c(C)oc2c(C)c(O)ccc2c1=O	-29.0
Oc1ccc(Cl)cc1CNCC1CCCO1 (stereo unspecified)	-4.5
Cc1ccc(-n2c(CNc3ccc(F)cc3)nnc2SCC(=O)N2CCCC2)cc1	-6.9
c1ccc(-c2nnc(CN3CCCc4ccccc43)o2)cc1	-5.9
O=C(Nc1ccc2c(c1)CCC2)c1ccc2c(=O)n(CCc3ccccc3)c(=S)[nH]c2c1	4.6
COc1ccc2nc(NC(=O)c3cn(C)c(=O)c4c3c3ccccc3n4C)sc2c1	11.0
CC1(C(=O)O)NC(c2cc(Br)ccc2O)C2C(=O)N(c3ccccc3)C(=O)C21 (stereo unspecified)	12.7
O=C1COc2ccccc2N1Cc1ccccc1Cl	-2.0&-6.6
CCOC(=O)C1CN(S(=O)(=O)c2ccc(C)cc2)CCN1S(=O)(=O)c1ccc(C)cc1 (stereo unspecified)	-2.9
CCN(CC(=O)NCc1cccs1)C(=O)c1cc(S(=O)(=O)N2CCOCC2)ccc1C	-11.4
CCCOc1ccc(N2CC(C(=O)Nc3ccccn3)CC2=O)cc1 (stereo unspecified)	-3.2
COc1ccc(-c2cc(C(F)(F)F)n3nc(C(=O)N4CCN(Cc5ccccc5)CC4)c(Cl)c3n2)cc1OC	1.5
CCOC(=O)C1CCCc2c1[nH]c1c(C(=O)O)cccc21 (stereo unspecified)	-5.2
COc1cc(CNC(=O)c2ccc(C(=O)c3ccccc3)cc2)cc(OC)c1OC	-6.0
Cn1nnnc1SCCNCc1cccc2ccccc12	-3.4
COc1ccc(Nc2nc(-c3ccc(C)cc3)nc3ccccc23)cc1OC	-3.1
OC(COc1ccccc1)CSc1ncn[nH]1 (stereo unspecified)	2.0
COc1ccc(N2CC(C(=O)Nc3ccc4c(c3)OCO4)CC2=O)cc1 (stereo unspecified)	-12.2
NS(=O)(=O)c1ccc(CCNC(=O)c2cc(-c3ccc(Br)s3)nc3ccccc23)cc1	-6.2
COc1ccc(C(C)=O)cc1CSc1nc2ccccc2c(=O)n1C1CCCCC1	0.0
Cc1cc(C)nc(Sc2c(F)c(F)c(C(F)(F)F)c(F)c2F)n1	-13.4
Cc1cc(C)c2c(=O)[nH]c(SCC(=O)c3ccc(F)cc3)nc2n1	16.9
Cc1ccc(NC(=O)CCN2CCCCC2)cc1Br	-18.4
COc1ccc(-n2cc(C(=O)N3CCOCC3)c3ccccc3c2=O)cc1	-2.1
COc1ccc(NC(=O)CSc2ccccn2)cc1OC	1.5
COc1ccccc1CN1C(=O)CCC1(C)C(=O)NC1CCCCCC1 (stereo unspecified)	6.8
CCOc1ccc(C2=CC(c3ccc(Cl)cc3)n3nnnc3N2)cc1 (stereo unspecified)	-9.8
C[N+]1(CCNC(=O)/C=N/O)CCCCC1	-3.5
O=S(=O)(c1ccc(-c2csc(=Nc3ccccc3)n2Cc2ccc3c(c2)OCO3)cc1)N1CCOCC1	-14.0
C=CCN=C1SCC(=O)N1S(=O)(=O)c1ccccc1	-21.9
O=C(Nc1ccccc1Br)c1cccc([N+](=O)[O-])c1	-3.3
Cc1ccc(CNC(=O)CS(=O)Cc2nc(-c3ccccc3C)oc2C)cc1 (stereo unspecified)	-4.1
Cc1ccc(C2CC(=O)C3=C(C2)Nc2ccccc2N(C(=O)Cc2cccs2)C3c2ccco2)cc1 (stereo unspecified)	-27.9
CCOC(=O)c1cnc2c(OC)cccc2c1N1CCCC(C(=O)OCC)C1 (stereo unspecified)	-13.2
c1ccc(-n2nnnc2Sc2n[nH]c(-c3ccncc3)n2)cc1	-3.6
COC(=O)c1c(NC(=O)c2ccc(Cl)cc2)sc2c1CCC2	-32.4
Cc1cccc(CSc2nc3c(cnn3-c3ccc(F)cc3)c(=O)[nH]2)c1	-0.8
O=c1c2c(-c3ccccc3)csc2nc2c3ccccc3c(N3CCCCC3)nn12	1.4
Cc1ccc(NC(=O)c2cc3c(CO)cnc(C)c3oc2=Nc2ccc(C#N)cc2)cc1	-4.5
